M1 ag: activates human CHRM1 receptor | actives 0.33% (n = 360,000) | CHO-K1 hM1, Fluo-8 calcium fluorescence, agonist mode; 0% DMSO, 100% acetylcholine EC100 | activation, % at 3 µM;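 active = activation above the run's mean compound activation plus 3 SD, cut at about 16% in these data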;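 note: peak over basal fluorescence ratio within a 140 s kinetic read after compound addition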
Target sequence (P11229 whole entry, looked up): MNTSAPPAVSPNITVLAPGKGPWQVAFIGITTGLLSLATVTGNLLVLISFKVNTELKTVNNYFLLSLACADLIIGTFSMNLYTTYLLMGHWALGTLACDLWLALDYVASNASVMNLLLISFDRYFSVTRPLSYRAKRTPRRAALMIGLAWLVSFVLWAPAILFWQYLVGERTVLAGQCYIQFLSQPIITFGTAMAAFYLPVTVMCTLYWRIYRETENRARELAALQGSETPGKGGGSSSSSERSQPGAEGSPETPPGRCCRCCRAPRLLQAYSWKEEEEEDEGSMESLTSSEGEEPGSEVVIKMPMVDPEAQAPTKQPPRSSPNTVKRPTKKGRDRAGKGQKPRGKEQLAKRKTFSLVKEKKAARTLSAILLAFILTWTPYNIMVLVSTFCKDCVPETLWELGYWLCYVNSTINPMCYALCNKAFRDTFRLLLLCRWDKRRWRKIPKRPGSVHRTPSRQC
CHO parental Ca: signal in parental CHO cells, OX1R antagonist counter-screen; inhibition, % at 5.6 µM; actives 0.63% (n = 330,000); AID 463079; parental CHO-K1, ATP-induced calcium, Fluo-8 fluorescence;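 active = inhibition above that plate's mean sample inhibition plus 3 SD, cut at about 26% in these data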;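 note: 0% = ATP-challenged DMSO wells and 100% = DMSO wells without ATP; some compounds past the cut are filed as inactive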
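Assay system – parental CHO cells · Reagent – ATP stimulus · Detection – intracellular calcium via Fluo-8 no-wash fluorescent dye · Evaluation – percent inhibition of ATP-evoked calcium rise, normalized to controls · Controls – ATP wells versus no-ATP DMSO wells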
TAAR1 ag: human TAAR1 agonism. Q96RJ0. CHO RD-HGA16 TAAR1, Fluo-8 calcium fluorescence; vehicle wells 0%, saturating PEA agonist 100%. activation, % at 3 µM. actives 0.99% (n = 360,000);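 active = activation above the mean activation of all test compounds in the run plus 3 SD, cut at about 38% in these data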
Target sequence (Q96RJ0 whole entry, looked up): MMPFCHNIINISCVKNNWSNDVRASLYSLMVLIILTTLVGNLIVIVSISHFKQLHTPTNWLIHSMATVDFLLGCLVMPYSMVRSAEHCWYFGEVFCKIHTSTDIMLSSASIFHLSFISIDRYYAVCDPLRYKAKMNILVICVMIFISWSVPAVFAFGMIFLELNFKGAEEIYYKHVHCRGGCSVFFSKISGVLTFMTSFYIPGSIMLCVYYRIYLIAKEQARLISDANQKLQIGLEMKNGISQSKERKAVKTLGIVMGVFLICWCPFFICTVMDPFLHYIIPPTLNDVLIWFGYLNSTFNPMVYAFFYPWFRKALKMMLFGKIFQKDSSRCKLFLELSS
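System: CHO-derived RD-HGA16 cells with stable Gα16 and human TAAR1. Times: 17-24 h plating, Fluo-8 75 min 37 °C, 30 min RT. Measured by: calcium-sensitive Fluo-8 signal, excitation 470-495, emission 515-575 nm. Read-out basis: % activation relative to PEA EC100 response. Control set: DMSO and PEA EC100. Repeats: no replicates (n 1).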
M1 PAM: positive allosteric modulators of human M1 muscarinic receptor | P11229 | CHO-K1 hM1, Fluo-8 calcium fluorescence, ACh EC20; 0% = ACh EC20, 100% = maximal ACh | activation, % at 3 µM | actives 0.088% (n = 360,000) | AID 588819; in the data active = activation above about 19%, passing the limit was not always enough
M1 PAM parental: M1 PAM counterscreen hit in parental CHO-K1 cells | ATP EC20, Fluo-8 calcium fluorescence; 0% at ATP EC20, 100% at ATP max | activation, % at 3 µM | actives 0.02% (n = 360,000) | AID 602247;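 active = activation above the run cutoff, the mean activation of all test compounds plus 3 SD, cut at about 40% in these data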;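 note: peak over basal fluorescence ratio in a 140 s read after ATP addition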
TAAR1 antag: human TAAR1 antagonism | inhibition, % at 3 µM | AID 624466 | actives 1.5% (n = 360,000) | CHO RD-HGA16 TAAR1, Fluo-8 calcium fluorescence, antagonist | Q96RJ0;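 active = inhibition above a per-plate cutoff, the mean inhibition of test compounds on that plate plus 3 SD, cut at about 49% in these data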;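 note: 0% = DMSO plus EC80 beta-PEA response and 100% = DMSO alone without agonist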
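System: RD-HGA16 CHO cells with stable hTAAR1 and Gα16 | Probe or stimulus: EC80 β-phenethylamine stimulus | Dosing: 3 µM, single point | Times: Dye loading 75 min at 37 °C, then 30 min room temperature | Measured by: Fluo-8 calcium-sensitive fluorescence | Read-out basis: % inhibition of agonist calcium response | Replicates: n of 1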
M1 antag: blocks human M1 muscarinic receptor; CHO-K1 hM1, Fluo-8 calcium fluorescence, ACh EC80 antagonist; actives 1.3% (n = 360,000); AID 588852; P11229; inhibition, % at 3 µM;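 active = percent inhibition above its own plate's cutoff, namely the mean of that plate's compound wells plus 3 SD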;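 note: peak over basal fluorescence ratio during 140 s after agonist addition; 0% = ACh EC80 plus DMSO and 100% = DMSO alone without agonist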
M1 ag parental: counter-screen for M1 agonists: effect in parental CHO-K1 cells; Fluo-8 calcium fluorescence; scaled to maximal ATP response, vehicle zero; activation, % at 3 µM; actives 0.48% (n = 360,000); in the data active = activation above about 15%;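 note: untransfected CHO-K1 host cells lacking M1 receptor as counterscreen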
CHO-K1 Ca antag: M1 antagonist counterscreen hit in parental CHO-K1 cells. ATP-induced calcium, Fluo-8 fluorescence. inhibition, % at 3 µM. actives 0.6% (n = 360,000);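 active = inhibition above a per-plate cutoff, the plate's mean sample inhibition plus 3 SD, cut at about 24% in these data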;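 note: 0% = DMSO plus EC80 ATP and 100% = DMSO alone without ATP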
Active calls of the source: *; . = no result given.

nr	molecule	M1 PAM	CHO-K1 Ca antag	TAAR1 antag	M1 antag	M1 ag
1	O=S(=O)(c1ccc(NC2CCCCC2)cc1)N1CCOCC1	6	-14	18	-19	0
2	CN(CC1COc2ccccc2O1)C(=S)Nc1ccccc1F (stereo unspecified)	2	-1	-18	-3	-6
3	Cc1ccccc1NS(=O)(=O)c1ccc(C)c(C(=O)N2CCOCC2)c1	8	1	-34	-5	-2
4	CC1CN(C(=O)c2cccc(S(=O)(=O)Nc3ccc(Cl)cc3)c2)CC(C)O1 (stereo unspecified)	3	-13	3	0	-1
5	CCN(CC)C(=O)CSc1nnc(NC(=O)CCc2ccccc2)s1	6	-5	5	-10	-4
6	COc1ccc(NC(=O)COC(=O)c2ccc(S(=O)(=O)N3CCCCC3)cc2)c(OC)c1	7	-6	2	-12	-2
7	CC(C)C[C@@H](CN1CCC[C@@H]1CN1C(=O)C(=O)NC[C@@H]1Cc1ccccc1)N1C[C@H](Cc2ccccc2)N(CC2CCCCCC2)C(=O)C1=O	3	-5	-27	-9	-5
8	Cc1ccc(C(=O)NNC(=O)c2cccc(S(=O)(=O)N3CCN(c4ccccc4)CC3)c2)cc1	5	-1	-12	-1	-5
9	C=C1CC[C@@]23CC[C@]4(C)[C@@](OC2=O)([C@@H]3C1)[C@H]1O[C@H]1C1[C@@]2(C)CC[C@H](O)C(C)(C)C2CC[C@]14C (stereo partly specified)	5	-3	.	-12	-1
10	N#CCSc1nc2[nH]ncc2c(=O)n1-c1ccccc1Br	14	-7	9	-9	6

nr	M1 PAM parental	M1 ag parental	CHO parental Ca	TAAR1 ag
1	18	3.2	3	13
2	5	0.7	-10	0
3	10	0.4	-11	6
4	9	2.6	-17	7
5	9	1.0	-11	9
6	12	0.1	.	2
7	18	0.1	.	-1
8	20	-0.1	-11	4
9	4	0.5	-3	.
10	-15	1.0	-7	11

Remaining list, next part:
nr	molecule	M1 PAM	CHO-K1 Ca antag	TAAR1 antag	M1 antag	M1 ag
11	COc1ccc2cc(C3c4cc(OC)c(OC)cc4CCN3C(=O)c3ccco3)c(=O)[nH]c2c1 (stereo unspecified)	18	-12	-15	-7	-1
12	CSc1nc2c(c(=O)n1C)SC(C)C2 (stereo unspecified)	4	-9	7	-13	-6
13	CC12CN3CC(C)(CN(C1)C3c1ccc(Br)cc1)C2 (stereo unspecified)	-2	-2	8	-6	-7
14	CS(=O)(=O)Nc1cccc(S(=O)(=O)N2CCN(C(=O)c3ccccc3)CC2)c1	1	-7	-19	-1	-4
15	O=C(C[C@H]1C/C=C\C[C@@H](Cc2ccc(F)cc2)C(=O)O[C@H](c2ccccc2)CNC1=O)N[C@@H](CO)Cc1ccccc1	-4	-14	24	-3	2
16	CC(=O)N1CCC(O)(c2cccc(C(F)(F)F)c2)CC1	-1	-12	-13	-7	-2
17	CC12CCC3C(C1)C(C(=O)O2)C(=O)OC3(C)C (stereo unspecified)	2	-8	1	-11	-2
18	NNC(=O)C1c2ccccc2Oc2ccccc21	7	-2	-14	-1	-3
19	COC(=O)[C@@H](NC(=O)Nc1cccc(Br)c1)C(C)C	-6	-4	8	4	-6
20	CN1CCN(c2ccc(CNC(=O)c3ccc4c(c3)OCCO4)cc2)CC1	0	1	-32	0	-4

nr	M1 PAM parental	M1 ag parental	CHO parental Ca	TAAR1 ag
11	8	0.8	-12	-1
12	11	-0.3	-12	-1
13	11	1.1	0	12
14	13	0.8	-7	2
15	8	2.0	-2	15
16	4	0.5	-4	2
17	17	0.5	.	2
18	-3	0.2	-6	3
19	4	2.8	3	0
20	-14	0.4	-13	1

4 compounds from above, sorted by SMILES length, largest number first:
nr	molecule	M1 PAM	CHO-K1 Ca antag	TAAR1 antag	M1 antag	M1 ag
8	Cc1ccc(C(=O)NNC(=O)c2cccc(S(=O)(=O)N3CCN(c4ccccc4)CC3)c2)cc1	5	-1	-12	-1	-5
6	COc1ccc(NC(=O)COC(=O)c2ccc(S(=O)(=O)N3CCCCC3)cc2)c(OC)c1	7	-6	2	-12	-2
3	Cc1ccccc1NS(=O)(=O)c1ccc(C)c(C(=O)N2CCOCC2)c1	8	1	-34	-5	-2
19	COC(=O)[C@@H](NC(=O)Nc1cccc(Br)c1)C(C)C	-6	-4	8	4	-6

nr	M1 PAM parental	M1 ag parental	CHO parental Ca	TAAR1 ag
8	20	-0.1	-11	4
6	12	0.1	.	2
3	10	0.4	-11	6
19	4	2.8	3	0

Other results.
nr	molecule	M1 PAM	CHO-K1 Ca antag	TAAR1 antag	M1 antag	M1 ag
21	O=C(CC1CCCCC1)N=C1SC2CS(=O)(=O)CC2N1c1ccccc1 (stereo unspecified)	5	-12	-17	-9	-1
22	O=c1cc2c(n[nH]1)-c1ccccc1CC2	5	-6	-17	-10	-3
23	Cc1cc(C)c(S(=O)(=O)NCCc2ccncc2)c(C)c1	-2	-8	4	-4	-2
24	CNc1cc(C)nc(-n2nc(C)cc2C)n1	3	-16	-6	-2	-1
25	O=C1CCCN1CCCNc1nc2c(S(=O)(=O)c3ccc(Br)cc3)nnn2c2ccccc12	8	-17	-1	-6	-2
26	C=CCOc1ccc(/C=N/NC(=O)CN(c2cc(Cl)ccc2OC)S(=O)(=O)c2ccc(C)c([N+](=O)[O-])c2)cc1	-6	-15	17	-6	-3
27	CCOc1ccc(NC(=O)CSc2nnc(N)s2)c([N+](=O)[O-])c1	2	-16	2	1	-3
28	COc1ncnc2c1ncn2CCCNCc1ccc2c(c1)OCO2	5	-7	-8	-8	-7
29	O=C(c1cc(COc2ccc(F)cc2Cl)on1)N1CCCC(OCc2cccnc2)C1 (stereo unspecified)	1	-10	-7	-4	-4
30	O=C(Nc1c(-c2ccc(Cl)cc2)[nH][nH]c1=O)c1ccccc1Cl	1	-12	16	-19	2

nr	M1 PAM parental	M1 ag parental	CHO parental Ca	TAAR1 ag
21	-4	0.1	-7	4
22	7	0.8	1	1
23	-7	2.6	-11	1
24	14	0.7	-3	12
25	10	1.1	-15	1
26	15	0.1	-17	3
27	20	0.8	-23	3
28	8	0.4	.	2
29	-7	8.7	8	5
30	13	2.0	.	2

Following part.
nr	molecule	M1 PAM	CHO-K1 Ca antag	TAAR1 antag	M1 antag	M1 ag
31	C=CCn1cc(Cl)c(=O)n(CC=C)c1=O	-10	-19	-18	23	-2
32	O=C1CN(C(=O)CSc2nnnn2C2CC2)c2ccccc2N1	4	-2	-20	2	-4
33	COc1ccc(N2C(=O)c3ccccc3NC23CCCC3)cc1	1	7	-1	-2	-9
34	CCCc1cc(NCCCN2CCOCC2)n2c(nc3ccccc32)c1C#N	5	0	-11	-11	-5
35	COc1ccc(C2=NN(C(=O)CCC(=O)O)C(c3ccc(OC)cc3)C2)cc1 (stereo unspecified)	10	-12	4	-8	0
36	COc1cccc(/C=C/C(=O)OCC(=O)c2ccccc2)c1OC	7	-7	3	-5	-5
37	COc1ccc(S(=O)(=O)N2CCCCCC2)cc1C(=O)N(C)Cc1ccc(F)cc1	25*	-10	-17	-17	-2
38	Cc1ccc(S(=O)(=O)Nc2ccc3cn[nH]c3c2)cc1	4	-15	16	1	3
39	OC(COc1ccccc1)CN1CCN(c2ncccn2)CC1 (stereo unspecified)	6	-3	-6	-2	-5
40	O=[N+]([O-])c1ccccc1S(=O)(=O)Nc1ccc(S(=O)(=O)N2CCCC2)cc1	2	-1	-7	-5	-2

nr	M1 PAM parental	M1 ag parental	CHO parental Ca	TAAR1 ag
31	-3	-0.3	-4	1
32	7	1.4	6	3
33	5	0.1	-4	8
34	14	0.9	0	-2
35	21	1.0	2	0
36	20	3.1	-18	18
37	3	0.8	-20	0
38	0	2.0	0	3
39	17	0.4	-9	6
40	2	0.0	2	4

Carrying on:
nr	molecule	M1 PAM	CHO-K1 Ca antag	TAAR1 antag	M1 antag	M1 ag
41	COc1cc2ncnc(NCc3cccc(Cl)c3)c2cc1OC	2	-17	23	7	-6
42	O=S(=O)(Nc1nc2ccccc2nc1NCCO)c1cccc(Cl)c1	-1	-18	2	5	-5
43	COCCN(Cc1ccccc1)C(=O)c1c(C)nn(-c2ccccc2)c1C	7	-12	-34	-4	-3
44	Cc1cc(C)c(S(=O)(=O)N/N=C/c2ccc([N+](=O)[O-])o2)c(C)c1	4	-9	-21	-6	-1
45	Cn1ncc(Cl)c1C(=O)N1CCN(c2ncccn2)CC1	9	3	7	-8	-5
46	COc1ccc(CCNC(=O)c2cn3ccc(C)cc3n2)cc1OC	2	-5	0	2	-1
47	O=C(CNC(=O)c1ccccc1)c1ccccc1	7	-16	10	-2	1
48	COc1cccc2sc(NC(=O)c3ccc(S(=O)(=O)N4CCOCC4)cc3)nc12	0	-11	5	1	-3
49	CCN(CC)C(=O)Cn1c(C)c(/C=C/c2cc[n+](C)cc2)c2ccccc21	11	-5	-2	-18	-4
50	COc1ccc(N(C(=O)C(C)C)S(=O)(=O)c2ccc3ccccc3c2)cc1	-2	-14	18	-3	-4
51	CCOc1cc(C(C(=O)NCC2CCCO2)N(C(=O)Cn2nnc3ccccc32)c2ccc(OC)c(OC)c2)ccc1O (stereo unspecified)	10	-12	-18	-18	-1
52	CCc1cccc(NC(=O)C2CCN(S(=O)(=O)c3ccc4[nH]c(=O)ccc4c3)CC2)c1	-5	1	17	15	-1
53	O=C(CSc1nnc(CNC(=O)c2ccccc2)o1)NCc1ccccc1	0	-6	-13	3	-2

nr	M1 PAM parental	M1 ag parental	CHO parental Ca	TAAR1 ag
41	13	3.8	-16	8
42	14	0.2	-17	-1
43	12	1.8	-10	4
44	1	0.9	.	0
45	9	1.1	5	4
46	4	0.4	2	12
47	12	0.9	-11	5
48	-4	2.9	-2	16
49	10	2.9	-16	-1
50	17	-0.3	-12	0
51	8	0.0	-5	7
52	12	5.7	-8	1
53	6	0.8	-9	0
